DAGLB inhibitor – diacylglycerol lipase beta (human) inhibition | inhibition, % at 5.17 µM | hit rate 0.059% among 340,000 | Q8NCG7 | AID 504411 | HEK293T DAGLB membrane lysate, EnzChek fluorogenic substrate; in the data active = inhibition above about 34%;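 also: 0% = enzyme with vehicle and 100% = wells lacking enzyme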
Pemphigus Ab inh – inhibitors of pemphigus antibody binding to human desmoglein-3. binding (percent of control), % at 10 µM. P32926. hit rate 0.48% among 310,000. DSG3-coupled beads, scFv-anti-DSG3-GFP binding, flow cytometry; hits give low values;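 active = binding more than 3 SD below its plate's average and above zero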;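 also: hits lower antibody fragment binding to DSG3; some compounds called inactive have numbers as strong as hits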
Cardiac RTF inh – cardiac RTF calcium desensitization | IANBD-labeled cardiac RTF, Ca2+ fluorescence | inhibition, % at 7.15 µM | hit rate 0.12% among 340,000 | P19429+P45379;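 active = inhibition above the mean inhibition of all tested compounds plus 3 SD, cut at about 17% in these data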;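 also: assay run at fixed EC70 calcium of 1.6 mM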
Arr AP2 block – blocks beta-arrestin peptide binding to AP2 adaptin; FITC-arrestin peptide / GST-AP2 beads, flow cytometry; AP2 beta2 appendage carries R879A mutation; inhibition, % at 10 µM; hit rate 0.31% among 340,000; AID 504490;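 active = inhibition above a set limit, near 3 SD of compounds lacking own fluorescence, cut at about 54% in these data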;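 also: plate controls were DMSO wells for no effect and 5 µM unlabelled arrestin peptide for full effect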
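test system = AP2 appendage R879A on GSH beads | buffer or medium = PBS plus Tween 20 (0.05%) and BSA (0.1%) | incubation = 12 min plus 1 h, RT | detection = bead flow cytometry, FITC channel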
CAL PDZ FP-1 – human CAL PDZ-peptide interaction inhibition. Q9HD26. hit rate 0.02% among 330,000. inhibition, % at 20 µM. purified CAL PDZ, TMR-peptide fluorescence polarization, 1 h. AID 504414;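 active = highest replicate inhibition of at least 40%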;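 also: plate controls were DMSO neutral control wells for no effect and unlabeled competitor peptide control wells for full effect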
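Read-out basis: mP drop reported as inhibition | Assay system: Tagged CAL PDZ protein CerCALP, purified | Benchmarks: Unlabelled peptide for full inhibition, DMSO wells as neutral | Schedule: 1 h incubation at room temperature before polarization reading | Buffer or medium: Sodium phosphate/NaCl buffer pH 7.4 with TCEP, IgG, Thesit | Doses: Single point, 20 µM | Measured by: Fluorescence polarization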
Keap1 Nrf2 FP – disrupts human Keap1 binding to Nrf2 peptide; hit rate 0.15% among 340,000; Q14145; Keap1 Kelch-Nrf2 peptide fluorescence polarization, 1536-well; inhibition, % at 9.4 µM; in the data active = inhibition above about 12%;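 also: human Keap1 Kelch domain with fluorescein labeled Nrf2 9mer peptide probe; 0% = neutral control wells and 100% = peptide positive control; higher means more block of Keap1 binding to Nrf2 peptide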
Target sequence (Q14145 whole entry, looked up, the tested form may be a part): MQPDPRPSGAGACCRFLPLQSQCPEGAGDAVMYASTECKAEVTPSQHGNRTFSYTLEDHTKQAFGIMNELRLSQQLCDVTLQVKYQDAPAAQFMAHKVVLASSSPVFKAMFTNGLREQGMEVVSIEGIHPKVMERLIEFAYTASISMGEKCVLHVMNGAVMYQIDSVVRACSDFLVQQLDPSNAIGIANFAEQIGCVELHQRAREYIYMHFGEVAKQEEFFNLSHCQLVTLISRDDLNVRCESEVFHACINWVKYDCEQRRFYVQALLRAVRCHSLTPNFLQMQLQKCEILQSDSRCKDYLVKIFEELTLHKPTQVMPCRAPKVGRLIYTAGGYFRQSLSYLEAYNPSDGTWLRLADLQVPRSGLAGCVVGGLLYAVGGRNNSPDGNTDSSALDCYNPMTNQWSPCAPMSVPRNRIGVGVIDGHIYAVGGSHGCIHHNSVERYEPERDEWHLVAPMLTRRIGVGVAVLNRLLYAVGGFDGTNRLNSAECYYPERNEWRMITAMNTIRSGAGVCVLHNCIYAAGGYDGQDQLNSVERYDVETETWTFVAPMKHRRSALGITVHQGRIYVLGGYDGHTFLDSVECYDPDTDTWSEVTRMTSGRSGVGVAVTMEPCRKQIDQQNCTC
NSD2 inh – inhibitors of human histone methyltransferase NSD2; O96028; NSD2 peptide methylation, AlphaScreen, 120 min; inhibition, % at 12.5 µM; hit rate 0.54% among 310,000; AID 743445; in the data active = inhibition above about 50%
CAL PDZ FP-2 – CAL PDZ (human) peptide binding inhibition; Q9HD26; purified CAL PDZ, TMR-peptide fluorescence polarization, 1 h; inhibition, % at 24.9 µM; hit rate 0.92% among 300,000; AID 602252;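 active = mean inhibition of at least 30% with at least half of replicates also reaching 30%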;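 also: 0% = DMSO neutral control and 100% = excess unlabeled competitor peptide PRC23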
C-LANA FP – blocks KSHV LANA C-terminal domain binding to DNA | inhibition, % at 9 µM | MBP-C-LANA/FAM-LBS DNA binding, fluorescence polarization | hit rate 0.078% among 340,000;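 active = highest replicate inhibition at or above 60% at 9 µM, even if other replicates fall short; inactive = all replicates below 60% inhibition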;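 also: 0% = neutral control wells and 100% = 4 µM acridine orange control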
V-ATPase pHluor – yeast V-ATPase proton transport regulation by pHLuorin; S. cerevisiae, pHLuorin cytosolic pH fluorescence; response, % at 10 µM; hit rate 0.37% among 350,000; in the data active = response mostly above about 7.3%, no sharp cut-off; inactive = mostly below about 5.4%; also: actives read high; inactives centre near 0; some compounds called inactive have numbers as strong as hits
* = called active by the depositor; . = no result given. A portion of the library; the hit share may differ from the screen's.

SMILES | DAGLB inhibitor | Pemphigus Ab inh | Cardiac RTF inh | Arr AP2 block | CAL PDZ FP-1 | Keap1 Nrf2 FP | NSD2 inh | CAL PDZ FP-2 | C-LANA FP | V-ATPase pHluor
CCOc1ccccc1NC(=O)Cn1nnc(C(=O)NCc2cccs2)c1N | 0 | 101 | 7 | 5 | -1.8 | -4 | . | 0 | 0.1 | -4
O=c1cnc2ccccc2n1CC1CCCCC1 | 1 | 97 | -17 | 10 | -2.9 | -5 | 0 | -2 | -0.3 | 3
Cc1cccc(C2C3=C(Nc4[nH]n(-c5ccccc5)c(=O)c42)c2ccccc2C3=O)c1 (stereo not given) | 34 | 98 | 1 | 0 | 0.0 | 4 | . | 1 | 5.3 | 4
Cc1ccc(S(=O)(=O)c2nnn3c2nc(N2CCN(c4ccccn4)CC2)c2ccccc23)cc1 | -1 | 120 | -3 | -7 | -2.4 | -5 | 3 | -5 | 2.6 | 6
Cc1ccc(C2CC(c3ccco3)n3ncnc3N2)cc1 (stereo not given) | -2 | 115 | -1 | 0 | 0.3 | -1 | . | 0 | 4.4 | 3
O=C(Nc1ccc(F)cc1F)NC1CC1 | -4 | 110 | -2 | 10 | -1.5 | 0 | -6 | -1 | 0.4 | -1
Cc1ncc([N+](=O)[O-])n1CC(=O)Nc1ccc(Cl)cc1 | 4 | 96 | -7 | -17 | -0.8 | -1 | 0 | -2 | 0.9 | 2
COc1ccc(Cl)cc1NC(=O)COC(=O)C1CCCCC1 | -7 | . | 1 | 57* | 0.7 | -1 | -3 | 1 | 0.6 | 2
CCOc1ccc(NS(=O)(=O)c2ccc(C(=O)NC3CCN(Cc4ccccc4)CC3)cc2)cc1 | -2 | 115 | 5 | -20 | -0.7 | -1 | 3 | 7 | 1.8 | -6
CC(C)(C)NC(=O)N1CCN(c2nc3ccc(Cl)cc3s2)CC1 | 0 | 92 | -11 | -2 | -1.8 | -3 | 0 | 0 | -1.8 | 1
O=C(CN(Cc1ccccc1Cl)C(=O)c1csnn1)NCc1ccccc1 | 3 | 102 | -6 | 0 | -1.2 | -2 | 1 | -1 | -3.5 | 2
Cn1ccnc1SCC(=O)Nc1ccc2ccccc2c1 | -1 | 103 | -2 | -7 | -2.0 | 6 | . | -3 | -0.1 | -3

Record cards, as listed above.
Profile of COc1ccc(Cl)cc1NC(=O)COC(=O)C1CCCCC1 : DAGLB inhibitor: -7; Pemphigus Ab inh: .; Cardiac RTF inh: 1; Arr AP2 block: 57*; CAL PDZ FP-1: 0.7; Keap1 Nrf2 FP: -1; NSD2 inh: -3; CAL PDZ FP-2: 1; C-LANA FP: 0.6; V-ATPase pHluor: 2
Profile of CCOc1ccc(NS(=O)(=O)c2ccc(C(=O)NC3CCN(Cc4ccccc4)CC3)cc2)cc1 : DAGLB inhibitor: -2; Pemphigus Ab inh: 115; Cardiac RTF inh: 5; Arr AP2 block: -20; CAL PDZ FP-1: -0.7; Keap1 Nrf2 FP: -1; NSD2 inh: 3; CAL PDZ FP-2: 7; C-LANA FP: 1.8; V-ATPase pHluor: -6

More results follow.
SMILES | DAGLB inhibitor | Pemphigus Ab inh | Cardiac RTF inh | Arr AP2 block | CAL PDZ FP-1 | Keap1 Nrf2 FP | NSD2 inh | CAL PDZ FP-2 | C-LANA FP | V-ATPase pHluor
O=C(c1ccc(N2CCOCC2)nc1)N1CCOCC1 | 0 | 83 | -22 | -2 | -2.5 | -3 | -3 | -3 | -2.1 | -5
Clc1ccc(/C=N/N2CCN(Cc3ccccc3)CC2)cc1 | -9 | 113 | 6 | 34 | -0.6 | -2 | 4 | -6 | 5.2 | 2
Cc1cc(C)n(-c2cc(C(=O)O)cc(C(=O)O)c2)n1 | -1 | 103 | 6 | -13 | 0.6 | -6 | 1 | -5 | -0.5 | -4
COc1ccc(N/C=C(\C2OC(=O)c3ccccc32)[N+](=O)[O-])cc1 (stereo not given) | 2 | 103 | -12 | -27 | -1.1 | -3 | -10 | -2 | 0.9 | 6
FC(F)(F)c1ccc(N2CCOCC2)c(NC2=NCCCCC2)c1 | 2 | . | 7 | -2 | 0.3 | 4 | 0 | 3 | 1.1 | 3
Cn1c(=O)c2c(nc(C3CC4C5CCC(C5)C4C3)n2C)n(C)c1=O (stereo not given) | 3 | . | -4 | 5 | -17 | -1 | -3 | 1 | 0.7 | -5
CCCCc1c(C)nc2c(OC)cccc2c1SCCC(=O)O | -5 | 102 | -3 | 33 | 0.0 | -1 | -1 | -2 | -1.2 | 5
CC(=O)Nc1nc2ccc(C(=O)NC3CCCCC3)cc2s1 | 0 | 111 | -4 | -1 | -2.4 | 5 | -2 | -6 | 0.4 | 0
CSc1nc2ccccc2cc1/C=C(\C#N)c1cccc(C)c1 | -23 | 110 | -2 | 8 | 0.6 | 2 | -3 | -2 | 0.2 | 1
Cc1cc(NC(=O)CN2C(=O)NC(C)(CCc3ccccc3)C2=O)no1 (stereo not given) | 1 | 105 | -3 | 6 | -0.3 | 2 | -4 | -4 | -1.6 | 0
COc1ccc(C(Sc2ccccc2)c2ccccc2)cc1OC (stereo not given) | -9 | 103 | -6 | -3 | -0.9 | -3 | . | -5 | 1.6 | -1
CC(Sc1ccccc1)C(=O)NN=C1CCN(C)CC1 (stereo not given) | . | 104 | . | -6 | -0.7 | -3 | -2 | 0 | 1.0 | 1
COc1ccc(N(CC(=O)NCC2CCCO2)C(=O)CCC(=O)Nc2nccs2)c(OC)c1 (stereo not given) | 1 | 81 | -12 | 11 | -1.8 | 1 | -4 | 1 | -1.1 | 2
CC(C)(C)C(=O)O/N=C(\N)c1c(Cl)cccc1Cl | -2 | 111 | 5 | -4 | -1.1 | -1 | -2 | -6 | -0.4 | -6
O=C(Oc1ccccc1F)c1ccc2c(=O)n3c(nc2c1)CCC3 | -3 | 99 | -7 | 57* | -2.7 | 0 | 1 | 1 | -5.4 | -1
Cc1ccc(Nc2nc(C(=O)N3CCC(C(=O)NC(C)C)CC3)cs2)cc1 | 1 | 98 | 4 | 19 | -0.1 | 2 | . | 1 | -8.2 | -7
CC1CCN(S(=O)(=O)c2ccc(NC(=O)CCNC(=O)c3ccc(Cl)cc3)cc2)CC1 | 3 | 100 | -8 | 4 | -2.8 | 0 | -2 | -4 | -1.1 | 1
Cc1sc2c(c1C)c(=O)n(-c1ccc(Cl)cc1)c(=O)n2Cc1cc(=O)n2ccccc2n1 | 3 | 106 | 5 | -8 | -0.8 | -5 | 2 | 0 | -1.7 | 2
CCOc1ccccc1NS(=O)(=O)c1cc2c3c(c1)CC(=O)N3CCC2 | 0 | . | -10 | -11 | -0.7 | 1 | 4 | -4 | 0.8 | 0
N=c1n(CCN2CCCC2)c2ccccc2n1CC(O)c1ccco1 (stereo not given) | -1 | 107 | -13 | 4 | -0.8 | -1 | . | . | 0.0 | 2
CSCCC(NC(=O)c1ccco1)C(=O)OCC(=O)N(Cc1ccccc1)C(C)(C)C (stereo not given) | 3 | 107 | 0 | -9 | -1.4 | 0 | 0 | -3 | -2.2 | 1
COc1ccccc1C(=O)Nc1sc2c(c1C#N)CCC2 | -2 | 109 | -4 | -4 | 0.5 | -6 | . | . | -0.3 | 1
CNC(=O)c1nc(C)n(-c2ccc(Cl)cc2Cl)n1 | 1 | 98 | 2 | 15 | . | 2 | -10 | 0 | 2.0 | 4
CC12CCC(C(=O)N(CC(O)CN3CCN(Cc4ccccc4)CC3)C1=O)C2(C)C (stereo not given) | . | 113 | . | 11 | . | . | 14 | . | . | -2

Only Cardiac RTF inh, for seven of the compounds above:
SMILES	Cardiac RTF inh
Cc1ccc(Nc2nc(C(=O)N3CCC(C(=O)NC(C)C)CC3)cs2)cc1	4
CC1CCN(S(=O)(=O)c2ccc(NC(=O)CCNC(=O)c3ccc(Cl)cc3)cc2)CC1	-8
Cc1sc2c(c1C)c(=O)n(-c1ccc(Cl)cc1)c(=O)n2Cc1cc(=O)n2ccccc2n1	5
CCOc1ccccc1NS(=O)(=O)c1cc2c3c(c1)CC(=O)N3CCC2	-10
N=c1n(CCN2CCCC2)c2ccccc2n1CC(O)c1ccco1 (stereo not given)	-13
CSCCC(NC(=O)c1ccco1)C(=O)OCC(=O)N(Cc1ccccc1)C(C)(C)C (stereo not given)	0
COc1ccccc1C(=O)Nc1sc2c(c1C#N)CCC2	-4

Following part:
SMILES | DAGLB inhibitor | Pemphigus Ab inh | Cardiac RTF inh | Arr AP2 block | CAL PDZ FP-1 | Keap1 Nrf2 FP | NSD2 inh | CAL PDZ FP-2 | C-LANA FP | V-ATPase pHluor
O=C(NCC(=O)N1CCN(c2ccccn2)CC1)c1ccc(Br)o1 | -4 | 99 | 0 | -15 | -3.0 | 0 | -1 | -2 | 1.9 | 2
Cc1ccc(CCNC(=O)CN2C(=O)COc3ccc(S(=O)(=O)N4CCC(C)CC4)cc32)cc1 | -5 | 93 | 11 | -1 | -1.7 | -3 | -2 | -1 | -0.5 | -2
Cc1ccc(-c2nc(CSCC(=O)Nc3cc(C)on3)c(C)o2)cc1 | -2 | 106 | -9 | 0 | -0.4 | -4 | . | -6 | 1.4 | -7
Cc1cc(C)cc(NC(=O)Nc2ccc3ccccc3n2)c1 | -3 | 97 | -4 | 41 | -1.1 | -4 | -1 | . | -0.4 | 5
O=C(NCC1CCN(Cc2ccc(F)cc2)CC1)Nc1cc(F)ccc1F | -1 | 105 | -5 | -5 | -0.4 | 1 | -1 | -1 | 2.1 | -1
COc1ccc(CCNC(=O)CSc2nnc(CNC(=O)c3ccco3)o2)cc1OC | 1 | 63 | -2 | 9 | -2.4 | 2 | -4 | 1 | 1.4 | -5
Cc1ccc(C2=CC(c3ccccc3)n3ncnc3N2)cc1 (stereo not given) | -1 | 104 | -15 | 13 | -1.9 | -1 | . | 2 | 2.7 | 1
COc1ccc(C)cc1NC(=O)C(OC(=O)C1CC1)c1ccccc1 (stereo not given) | -5 | 98 | -12 | -4 | -0.3 | -2 | -5 | -11 | 4.3 | 0
Cc1ccc(NC(=O)COC(=O)CCC(=O)c2ccc(C(C)(C)C)cc2)c([N+](=O)[O-])c1 | -15 | 100 | -2 | 4 | -1.8 | 0 | 1 | 0 | 0.2 | -3
CCOc1ccccc1NC(=O)C1CCCC1 | -1 | 110 | 2 | -7 | -0.3 | 0 | -4 | -6 | -0.6 | 4
Cc1ccnc(SC2CC(=O)N(c3ccc([N+](=O)[O-])cc3)C2=O)n1 (stereo not given) | -1 | 117 | -1 | 7 | 0.0 | -3 | -6 | -2 | 0.5 | 0
CCN(CC)CCCN1C(=O)C(O)=C(C(=O)c2ccco2)C1c1ccc(C)o1 (stereo not given) | 4 | 81 | 0 | 7 | -2.8 | 1 | 1 | -1 | 1.3 | -4
Cc1ccc(-c2nn(CCC(=O)O)cc2CCC(=O)O)cc1 | -4 | 101 | -6 | 24 | -0.9 | 2 | 0 | -7 | -0.4 | -4
CN(NC(=O)C1CC(=O)N(c2ccccc2)C1)C1=NS(=O)(=O)c2ccccc21 (stereo not given) | -3 | 102 | 1 | 6 | 0.5 | 3 | 6 | 5 | -0.4 | 6

Screening data: PubChem BioAssay, several laboratories
